CHO parental Ca = counter-screen: ATP calcium response change in parental CHO cells; parental CHO-K1, ATP-induced calcium, Fluo-8 fluorescence; inhibition, % at 5.6 µM; 0.63% of 330,000 active; AID 463079;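 active = inhibition above that plate's mean sample inhibition plus 3 SD, cut at about 26% in these data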;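 note: 0% = ATP-challenged DMSO wells and 100% = DMSO wells without ATP; some compounds past the cut are filed as inactive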
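Test system: parental CHO cells; detection: calcium-sensitive Fluo-8 fluorescence; evaluation: percent inhibition of calcium signal; also added: ATP as calcium-mobilizing challenge; repeats: one well per compound; control set: ATP-challenged DMSO wells low, unchallenged DMSO wells high; compound: single nominal dose of 5.6 µM per compound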
M1 ag parental = nonselective activator or artifact in parental CHO-K1 cells; Fluo-8 calcium fluorescence; scaled to maximal ATP response, vehicle zero; activation, % at 3 µM; 0.48% of 360,000 active; in the data active = activation above about 15%;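 note: untransfected CHO-K1 host cells lacking M1 receptor as counterscreen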
M1 PAM parental = counter-screen for M1 PAMs: effect in parental CHO-K1 cells; ATP EC20, Fluo-8 calcium fluorescence; 0% at ATP EC20, 100% at ATP max; activation, % at 3 µM; 0.02% of 360,000 active;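 active = activation above the run cutoff, the mean activation of all test compounds plus 3 SD, cut at about 40% in these data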;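 note: peak over basal fluorescence ratio in a 140 s read after ATP addition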
OXTR potentiate = human OXTR potentiation; P30559; CHO-OTR cells, Fluo-8 calcium fluorescence, potentiator mode; 0% = oxytocin EC15, 100% = EC100; activation, % at 3 µM; 0.061% of 320,000 active;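 active = activation above that plate's cutoff, the mean activation of tested compounds plus 3 SD, cut at about 6.6% in these data, passing the limit was not always enough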;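 note: 100% uses oxytocin at 75 nM as the full agonist control; some results filed as inactive read as strong as hits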
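Assay system: CHO cell line stably expressing human OTR. Reagent: EC15 oxytocin agonist. Dosing: single dose, 3.0 µM nominal final compound concentration. Timing: compound 6 min at room temperature before oxytocin, 100 s read. Signal: kinetic Fluo-8 calcium fluorescence. Controls: oxytocin EC15 low and EC100 high.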
M1 ag = human M1 muscarinic receptor agonism; CHO-K1 hM1, Fluo-8 calcium fluorescence, agonist mode; 0% DMSO, 100% acetylcholine EC100; activation, % at 3 µM; 0.33% of 360,000 active; AID 588814;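 active = activation above the run's mean compound activation plus 3 SD, cut at about 16% in these data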;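 note: peak over basal fluorescence ratio within a 140 s kinetic read after compound addition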
Target sequence (P11229 whole entry, looked up): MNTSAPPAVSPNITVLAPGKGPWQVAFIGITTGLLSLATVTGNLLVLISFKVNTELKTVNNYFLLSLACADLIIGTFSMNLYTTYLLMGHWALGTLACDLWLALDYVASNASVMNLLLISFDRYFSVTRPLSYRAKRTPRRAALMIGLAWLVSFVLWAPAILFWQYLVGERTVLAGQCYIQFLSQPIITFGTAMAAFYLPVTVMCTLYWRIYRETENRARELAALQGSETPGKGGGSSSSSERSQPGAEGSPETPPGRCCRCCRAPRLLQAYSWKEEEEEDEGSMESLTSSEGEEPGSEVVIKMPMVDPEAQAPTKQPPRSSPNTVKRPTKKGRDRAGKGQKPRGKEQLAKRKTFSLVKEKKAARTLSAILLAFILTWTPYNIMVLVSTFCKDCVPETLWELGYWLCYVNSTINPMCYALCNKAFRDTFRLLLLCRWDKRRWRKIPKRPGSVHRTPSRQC
V1aR counter = counter-screen for oxytocin receptor agonists: human V1a receptor agonists; P37288; CHO-V1R cells, Fluo-8 calcium fluorescence, agonist mode; 0% DMSO, 100% 3 nM vasopressin; activation, % at 3 µM; 0.25% of 320,000 active;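 active = activation above the mean activation of all tested compounds plus 3 SD, per screening run, cut at about 20% in these data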;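 note: signal is peak over basal fluorescence ratio across a 100 second FLIPR read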
TAAR1 agonist = human TAAR1 agonism | AID 624467 | Q96RJ0 | activation, % at 3 µM | 0.99% of 360,000 active | CHO RD-HGA16 TAAR1, Fluo-8 calcium fluorescence; vehicle wells 0%, saturating PEA agonist 100%;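 active = activation above the mean activation of all test compounds in the run plus 3 SD, cut at about 38% in these data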
Target sequence (Q96RJ0 whole entry, looked up): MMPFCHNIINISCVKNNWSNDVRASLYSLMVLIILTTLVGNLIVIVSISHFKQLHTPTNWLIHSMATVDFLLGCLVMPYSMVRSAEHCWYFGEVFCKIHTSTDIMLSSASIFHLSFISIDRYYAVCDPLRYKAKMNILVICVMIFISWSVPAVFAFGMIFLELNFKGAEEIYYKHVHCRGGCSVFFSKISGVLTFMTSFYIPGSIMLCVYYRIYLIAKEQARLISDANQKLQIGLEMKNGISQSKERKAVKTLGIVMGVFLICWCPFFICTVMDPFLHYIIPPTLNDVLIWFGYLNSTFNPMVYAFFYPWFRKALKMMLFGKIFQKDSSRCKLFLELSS
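Signal – calcium-sensitive Fluo-8 signal, excitation 470-495, emission 515-575 nm · System – RD-HGA16 (CHO) cells co-expressing Gα16 and hTAAR1 · Incubation – 17-24 h seeding, 75 min 37 °C dye, 30 min RT · Compound dosing – 3 µM single concentration · Repeats – no replicates (n 1)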
CHO-K1 Ca antag = M1 antagonist counterscreen hit in parental CHO-K1 cells | 0.6% of 360,000 active | inhibition, % at 3 µM | ATP-induced calcium, Fluo-8 fluorescence;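 active = inhibition above a per-plate cutoff, the plate's mean sample inhibition plus 3 SD, cut at about 24% in these data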;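 note: 0% = DMSO plus EC80 ATP and 100% = DMSO alone without ATP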
TAAR1 antagonist = antagonists of human TAAR1; CHO RD-HGA16 TAAR1, Fluo-8 calcium fluorescence, antagonist; inhibition, % at 3 µM; 1.5% of 360,000 active; AID 624466;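 active = inhibition above a per-plate cutoff, the mean inhibition of test compounds on that plate plus 3 SD, cut at about 49% in these data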;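 note: 0% = DMSO plus EC80 beta-PEA response and 100% = DMSO alone without agonist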
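Test system: hTAAR1-expressing CHO RD-HGA16 cells, Gα16-coupled; Probe or stimulus: EC80 β-phenethylamine stimulus; Compound dosing: single nominal final test compound concentration of 3 µM; Timing: 140 s kinetic read after compound, 140 s after agonist; Signal: Fluo-8 calcium-sensitive fluorescence; Measure: % inhibition of agonist calcium response; Controls: DMSO and EC80 PEA controls.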
* marks the source's active call; other numbers are inactive results; x = no result given.

The opening two records, ahead of the listing:
SMILES | CHO parental Ca | M1 ag parental | M1 PAM parental | OXTR potentiate | M1 ag | V1aR counter | TAAR1 agonist | CHO-K1 Ca antag | TAAR1 antagonist
O=[N+]([O-])/C=C1/CCCCCN1 | 6 | 0.4 | 13 | -9 | -1 | -1.3 | 6 | -8 | 9
O=C1COCC(=O)N1CCc1c[nH]c2ccccc12 | -9 | 1.6 | 14 | -5 | -1 | 1.4 | 1 | -2 | 4

The listing (from the top)
SMILES | CHO parental Ca | M1 ag parental | M1 PAM parental | OXTR potentiate | M1 ag | V1aR counter | TAAR1 agonist | CHO-K1 Ca antag | TAAR1 antagonist
O=[N+]([O-])/C=C1/CCCCCN1 | 6 | 0.4 | 13 | -9 | -1 | -1.3 | 6 | -8 | 9
O=C1COCC(=O)N1CCc1c[nH]c2ccccc12 | -9 | 1.6 | 14 | -5 | -1 | 1.4 | 1 | -2 | 4
C=CCNC(=S)Nc1cccc([N+](=O)[O-])c1 | 9 | 4.7 | -11 | -5 | 2 | 6.6 | 3 | -8 | -3
CCc1ccccc1NC(=O)C/C(C)=N/NC(=O)COc1ccccc1C | -26 | 0.1 | 19 | -13 | -4 | 1.3 | 1 | -11 | -9
CC(C)CN(C(=O)C1CSC2(C)CCC(=O)N12)c1c(N)n(Cc2ccccc2)c(=O)[nH]c1=O (centres undefined) | -15 | 1.5 | 20 | 1 | -4 | 0.7 | 1 | -17 | -5
CC1CCCCN1C(=O)CN1CCN(S(=O)(=O)c2ccc(Br)cc2Cl)CC1 (centres undefined) | -22 | 2.3 | 11 | -3 | -3 | 3.0 | 1 | -7 | -3
COc1ccc(/C=N/NC(=O)CCn2cnc3ccccc32)cc1 | -12 | 1.1 | 5 | 3 | -3 | -0.4 | 4 | 0 | -17
CCc1ccccc1NC(=O)NNS(=O)(=O)c1cc(C)ccc1C | -15 | 1.1 | -3 | -6 | -3 | 0.5 | 4 | 10 | -41
CCOC(=O)N1CCN(C(=S)NC(=O)C23CC4CC(CC(C4)C2)C3)CC1 | -25 | 0.5 | 15 | 4 | -1 | 0.6 | 14 | -1 | 0
CCCCOCCCn1cnc2c([nH]c3cc(OC)ccc32)c1=O | -4 | 0.8 | 13 | -16 | -3 | -0.1 | 2 | -2 | -9
O=C(COC(=O)c1cc([N+](=O)[O-])ccc1NCCO)c1ccc(Cl)cc1 | -17 | 0.1 | 17 | -12 | -8 | -0.2 | 7 | -4 | -13
Cc1cccc(Nc2nnc(-c3ccc(N4CCOCC4)c([N+](=O)[O-])c3)c3ccccc23)c1 | -30 | 1.5 | 18 | -13 | -6 | -1.3 | 1 | -10 | 9
CCN1CCOC(CC(=O)Nc2cccc([N+](=O)[O-])c2)C1=O (centres undefined) | 1 | 0.3 | 19 | -12 | -6 | -0.8 | 1 | -9 | -6
Oc1ccc(-c2cn3ccccc3n2)cc1O | -10 | 0.2 | -8 | -2 | -8 | 0.6 | -2 | 0 | -5
CC(O)(c1ccccc1)c1nc(-c2cccc(C(=O)O)c2)cs1 (centres undefined) | x | 0.3 | 2 | x | -1 | x | 11 | -12 | -20
Cc1noc(C)c1C(=O)Nc1nc(-c2cc(F)ccc2F)cs1 | x | 0.7 | -1 | x | -6 | x | 4 | 14 | 5
Cc1nnc(SCC(=O)Nc2cc(-c3cc(C)c(C)cc3C)nn2-c2ccccc2)s1 | -25 | 0.5 | 0 | -11 | -5 | -0.7 | 1 | 5 | -2
O=C(CCS(=O)(=O)c1ccccc1)N1CCN(c2ccccc2F)CC1 | -12 | 1.5 | 14 | -8 | -1 | 1.5 | 1 | -4 | -18
CC(=O)N1N=C(c2cccc(O)c2)CC1c1cccs1 (centres undefined) | x | 5.8 | 3 | x | 0 | x | 16 | 3 | 71*
OC(c1cc(F)cc(Cl)c1)c1ncc(-c2ccccc2Cl)[nH]1 (centres undefined) | x | 1.9 | 3 | x | -4 | x | 4 | 3 | -2
Cc1ccc(S(=O)(=O)c2nc(S(C)(=O)=O)sc2N(C)C)cc1 | -5 | 3.0 | 22 | 0 | -1 | -0.8 | 7 | -8 | 6
CCNC(=O)c1ccc(C23CC4CC(CC(C4)C2)C3)o1 | -7 | 15* | 9 | -3 | -3 | -0.8 | 16 | -2 | -16
CCCC(=O)n1nc(-c2ccco2)nc1SCc1ccccc1 | -2 | 0.4 | 14 | -6 | -2 | -1.0 | x | -4 | x
COc1ccc(CNC(=S)NC2CCCC2)cc1 | -8 | 1.8 | 17 | -2 | -5 | 1.5 | 3 | -7 | 2
COc1cc(C=NNc2ccc(S(=O)(=O)Nc3ccccc3C(=O)O)cc2[N+](=O)[O-])ccc1O | 2 | -0.4 | 11 | -6 | -5 | -0.8 | 4 | -2 | -10
SMILES | CHO parental Ca | M1 ag parental | M1 PAM parental | OXTR potentiate | M1 ag | V1aR counter | TAAR1 agonist | CHO-K1 Ca antag | TAAR1 antagonist
OCc1nnn(-c2ccccc2)c1CO | x | 7.5 | -2 | x | 0 | x | 5 | 0 | 5
C=CC[C@@H](Cc1ccc(F)cc1)C(=O)OC[C@H]1CCCN1C(=O)[C@@H](CC=C)CC(=O)N(CCO)Cc1ccccc1 | -30 | 0.8 | 5 | -8 | -2 | 0.1 | 8 | -3 | -9
O=C(NNC(=O)C(c1ccccc1)c1ccccc1)c1ccccn1 | -10 | 2.9 | 9 | -11 | -2 | 0.9 | 6 | 7 | -8
CC(C)(C)NC(=O)C(c1ccc(F)cc1)N(CC1CCCO1)C(=O)c1csnn1 (centres undefined) | 4 | -0.2 | -16 | -13 | -3 | 0.4 | 4 | -8 | -1
CCCCn1c(N)c(N(CC)C(=O)C2=COCCO2)c(=O)[nH]c1=O | -6 | 0.5 | -20 | 1 | -2 | 0.3 | 0 | 8 | -13
O=C(NCC(c1ccco1)N1CCc2ccccc2C1)c1ccccc1Cl (centres undefined) | -23 | 0.1 | 9 | -7 | -3 | -0.9 | 12 | -8 | -6
CCCC(=O)Nc1cccn(Cc2ccccc2Br)c1=O | -16 | 0.1 | 15 | -12 | -6 | -0.8 | 5 | -14 | 7
CN(C)c1ccc(N2C(=NC(=O)CCC3CCCC3)SC3CS(=O)(=O)CC32)cc1 (centres undefined) | -14 | -0.4 | 6 | 2 | -4 | 0.5 | 0 | -5 | -9
COc1cccc(/C=N/NC(=O)CSc2nnc(C)n2-c2ccccc2)c1OC | -1 | 0.4 | -2 | -9 | -1 | 0.0 | 0 | 3 | 3
O=C(Nc1ccccc1N1CCOCC1)c1cc(F)cc(F)c1 | -20 | 0.4 | 9 | -3 | -4 | -0.5 | 11 | -4 | -7
COc1ccccc1NC(=O)Nc1nc(CC(=O)NC2CCCC2)cs1 | -11 | 2.5 | -2 | -3 | 0 | -1.2 | 7 | -5 | -6
NC(=O)c1cc(S(=O)(=O)NCCc2ccccc2)cs1 | 3 | 1.6 | 12 | -7 | -1 | 1.2 | 2 | -10 | -15
CCCNC(=O)COc1ncnc2sccc12 | -4 | 0.1 | 6 | 0 | -1 | 0.7 | 1 | -10 | -8
CCC1Oc2ccc(C)cc2N(CC(=O)N(Cc2ccc3c(c2)OCO3)CC2CCCO2)C1=O (centres undefined) | -24 | 4.2 | -5 | -9 | -5 | -0.4 | 9 | -10 | 16
Cn1c(C(=O)N2CCN(c3ccc(Cl)cc3)CC2)cc2c(=O)[nH]c3ccccc3c21 | -13 | 1.9 | -2 | -24 | -3 | 4.5 | 18 | 0 | 11
Cc1cc(NC(=O)CCC(=O)N(Cc2cccnc2)C(C(=O)NC(C)(C)C)c2ccccc2Cl)no1 (centres undefined) | 1 | 0.9 | 7 | -6 | -7 | 0.9 | 4 | -6 | -2
C[C@@H](NC(=O)c1nc[nH]c1C(=O)NCCCCCNC(=O)OC(C)(C)C)c1ccccc1 | -26 | 1.8 | -4 | -2 | -4 | 0.6 | 10 | 4 | 23
CCN(CC)CC(=O)N(CC(=O)Nc1c(C)cc(C)cc1C)C1CCCCC1 | 5 | 0.1 | -2 | -12 | -3 | -0.1 | 8 | 1 | 10
C[C@@H]1CC=C[C@H]2[C@H]1C(=O)N(Cc1ccccc1)[C@H]2c1ccc(Br)cc1F | -33 | -0.4 | 10 | -6 | -8 | -1.6 | -3 | -9 | 8
CCN(CC)CCNC(=O)Cn1nc(Cc2ccncc2)c2ccccc2c1=O | -6 | 3.3 | 11 | 1 | -9 | -0.6 | 2 | -6 | 10
O=C(Cn1nc(-c2ccccc2)ccc1=O)NCc1ccc2c(c1)OCO2 | -9 | 1.2 | 22 | -11 | -2 | 1.3 | 18 | -25 | -3
Cc1ccc(CN2CCN(Cc3cccc(OCCO)c3)CC2CCO)o1 (centres undefined) | -4 | -0.5 | -10 | -2 | -7 | 0.7 | 2 | 1 | -12
CCOC(=O)C1CCN(C(=O)C2CC(=O)N(c3ccc(C)cc3)C2)CC1 (centres undefined) | -22 | 0.1 | -11 | 0 | -5 | -0.2 | 0 | -8 | -14
C=CCNC(=O)C1CC2Cn3c(nc4ccccc43)C2N1C (centres undefined) | -12 | -0.3 | 19 | -1 | -2 | 0.1 | 4 | -3 | -1
CC(C)Oc1ccc(S(=O)(=O)N2CCCCC2)cc1NC(=O)CN1C(=O)NC(C)(c2ccccc2)C1=O (centres undefined) | -20 | 0.0 | 9 | -8 | -3 | 1.5 | -1 | 4 | -1
CN1CCN(C(=O)c2ccc3nc(-c4ccccc4)c(-c4ccccc4)nc3c2)CC1 | -19 | 1.7 | 23 | -4 | -6 | 0.7 | 0 | -17 | -15
CN(C)C(=S)Oc1ccccc1C1SCCS1 | x | 0.4 | -2 | x | -4 | x | -1 | -5 | -7
CCN1C(=O)C2C(C1=O)N1C(c3ccccc3)C3C(=O)N(CC)C(=O)C3N1C2c1ccccc1 (centres undefined) | -20 | -0.2 | 10 | -6 | 1 | -0.8 | -1 | -11 | 6
Cc1ccc2nc(SCC(=O)Nc3cccc4ccccc34)nc(=O)n2c1 | -14 | -0.2 | 18 | -5 | -3 | 0.3 | 3 | 15 | -21

Looked up by compound from the list above (2):
SMILES | CHO parental Ca | M1 ag parental | M1 PAM parental | OXTR potentiate | M1 ag | V1aR counter | TAAR1 agonist | CHO-K1 Ca antag | TAAR1 antagonist
CN(C)c1ccc(N2C(=NC(=O)CCC3CCCC3)SC3CS(=O)(=O)CC32)cc1 (centres undefined) | -14 | -0.4 | 6 | 2 | -4 | 0.5 | 0 | -5 | -9
CCN(CC)CCNC(=O)Cn1nc(Cc2ccncc2)c2ccccc2c1=O | -6 | 3.3 | 11 | 1 | -9 | -0.6 | 2 | -6 | 10

Bioassay records: PubChem, The Scripps Research Institute Molecular Screening Center
